# KCNK3 block: human KCNK3 channel inhibition, primary screen | B-score at 10 µM | CHO-KCNK3 thallium flux, FluxOR fluorescence; active compounds read low | hit rate 0.84% among 340,000 | O14649;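 active = B-score under library mean minus 4 SD, starting fluorescence ratio at most library mean plus 5 SD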;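 note: more negative B-score means stronger inhibition of thallium flux through KCNK3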
# Target sequence (O14649 whole entry, looked up): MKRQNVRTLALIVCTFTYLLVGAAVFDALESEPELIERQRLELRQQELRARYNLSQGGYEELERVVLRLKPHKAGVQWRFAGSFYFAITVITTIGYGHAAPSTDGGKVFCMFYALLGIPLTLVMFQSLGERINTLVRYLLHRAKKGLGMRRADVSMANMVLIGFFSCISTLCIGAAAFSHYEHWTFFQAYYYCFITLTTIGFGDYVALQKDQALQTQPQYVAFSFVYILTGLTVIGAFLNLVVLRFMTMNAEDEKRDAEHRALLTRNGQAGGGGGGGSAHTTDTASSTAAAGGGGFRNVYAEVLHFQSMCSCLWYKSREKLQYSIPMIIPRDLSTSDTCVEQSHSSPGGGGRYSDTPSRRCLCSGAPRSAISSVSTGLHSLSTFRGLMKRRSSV
# ANO1 activ: activators or potentiators of mouse TMEM16A chloride channel. AID 623877. B-score at 10 µM. hit rate 0.3% among 340,000. HEK293 TMEM16A/YFP-H148Q/I152L, iodide quench fluorescence; active compounds read low. Q8BHY3;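 active = fluorescence-ratio B-score plate-corrected deviation score at least 3 library SD below zero, with starting fluorescence score within 5 deviations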;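 note: channel opened by trigger with iodide after compound preincubation; score built on the fluorescence ratio of max minus min over baseline; more negative score means more quench and so TMEM16A activation or potentiation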
# KCNQ1 act: potentiates or activates the human KCNQ1 potassium channel; P51787; CHO-K1 KCNQ1, thallium flux FluxOR fluorescence; active compounds read high; hit rate 0.35% among 310,000; B-score at 10 µM;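 active = fluorescence ratio B-score, a plate-corrected score, at least three library SD, with initial intensity B-score within 5 SD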
#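 assay system = KCNQ1-transfected CHO-K1 cells | medium = assay buffer with matched DMSO | probe or stimulus = depolarizing K+/Tl+ stimulus, K2SO4 and Tl2SO4 each 12.5 mM in 5x stock | dosing = single dose | incubation = dye 90 min, compound 20 min, room temperature | detection = kinetic FluxOR fluorescence, 10 s baseline plus 110 s post-stimulus | evaluation = ratio B score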
# RGS4 inh: inhibitors of human RGS4 | P49798 | HEK293 M3R/RGS4 inducible, Fluo-4 calcium flux; active compounds read high; triggered by carbachol at its EC20 | B-score at 10 µM | hit rate 0.45% among 310,000 | AID 463165;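 active = B-score, a plate-corrected calcium signal, over three deviations above library mean, with baseline fluorescence within five deviations of library mean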;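 note: RGS4 expression induced by doxycycline in cells with stable M3 receptor; B-score is computed from the integrated fluorescence ratio over baseline after carbachol; higher B-score means a larger calcium signal and so more RGS4 inhibition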
# Target sequence (P49798 whole entry, looked up): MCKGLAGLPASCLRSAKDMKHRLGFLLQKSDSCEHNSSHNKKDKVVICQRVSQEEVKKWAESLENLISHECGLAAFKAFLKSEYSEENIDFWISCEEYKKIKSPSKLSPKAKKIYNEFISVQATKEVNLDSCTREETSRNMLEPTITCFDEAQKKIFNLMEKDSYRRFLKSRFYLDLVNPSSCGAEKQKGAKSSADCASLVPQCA
# TMEM16A inh: inhibitors of mouse TMEM16A calcium-activated chloride channel | Q8BHY3 | normalized B-score (activity score, 25-100; higher = stronger inhibition) at 10 µM | HEK293 TMEM16A/YFP iodide influx fluorescence, ionomycin | hit rate 1.2% among 310,000 | AID 588511;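 active = ratio plate-corrected score three or more library SD toward inhibition, starting fluorescence score within five deviations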;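 note: score derived from kinetic fluorescence span divided by baseline fluorescence per well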
# HDAC3 inh: inhibitors of human histone deacetylase 3. recombinant HDAC3, fluorogenic peptide/trypsin coupled, fluorescence. O15379. inhibition, % at 8.3 µM. hit rate 0.15% among 320,000. AID 2718; in the data active = inhibition above about 26%, passing the limit was not always enough; inconclusive = no clear call, values can overlap the other calls
# Target sequence (O15379 whole entry, looked up): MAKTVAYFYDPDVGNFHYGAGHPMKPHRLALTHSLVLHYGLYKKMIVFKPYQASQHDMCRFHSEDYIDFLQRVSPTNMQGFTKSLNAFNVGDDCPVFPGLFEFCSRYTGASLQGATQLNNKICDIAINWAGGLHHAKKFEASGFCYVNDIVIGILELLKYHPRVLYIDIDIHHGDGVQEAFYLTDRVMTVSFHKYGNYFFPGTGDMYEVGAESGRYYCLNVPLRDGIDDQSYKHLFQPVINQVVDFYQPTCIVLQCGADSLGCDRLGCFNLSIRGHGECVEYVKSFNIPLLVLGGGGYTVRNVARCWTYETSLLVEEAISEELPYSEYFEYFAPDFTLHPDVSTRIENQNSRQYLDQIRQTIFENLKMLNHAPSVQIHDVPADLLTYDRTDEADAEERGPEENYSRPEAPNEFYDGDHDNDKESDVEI
# hERG rescue: compounds protecting human hERG from proarrhythmic drug block. CHO-hERG, FluxOR thallium flux, dofetilide IC70 present. hit rate 0.51% among 310,000. activation (rescue from dofetilide block), less the hit threshold, % at 10 µM;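 active = activation above the mean of controls blocked by dofetilide plus 5 SD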;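 note: thallium influx through hERG after potassium depolarization seen as dye fluorescence rise; in these data hits start at about 4.7%; inactives centre near -7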
# SKKanGAS inh: SKKanGAS growth inhibition. hit rate 1.3% among 300,000. inhibition, % at 7.5 µM. S. pyogenes SKKanGAS, kanamycin growth, BacTiter-Glo, 6 h;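 active = mean replicate score, as percent of positive control median, at least 50; inconclusive = mean below 50 but one replicate at or above 50; inactive = mean and every replicate below 50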;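 note: strain carries kanamycin resistance gene driven by streptokinase promoter and grows in 40 µg/ml kanamycin; loss of luminescence reflects streptokinase promoter inhibition or plain growth inhibition; 0% = median of DMSO wells and 100% = positive control at its reference dose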
# RGS4 act: potentiators or activators of RGS4. hit rate 0.92% among 310,000. HEK293 M3R/inducible RGS4, carbachol calcium flux Fluo4; active compounds read low. B-score at 10 µM;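 active = B-score of the integrated calcium signal more than 4 SD below the library mean, with starting fluorescence not abnormally high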;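 note: negative B-score means reduced calcium response which marks RGS4 activation or potentiation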
#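 Material: Inducible-RGS4 HEK293 cells carrying M3 receptor; also added: carbachol at ECmax as muscarinic agonist stimulus; incubation: compound preincubation 20 min at room temperature before agonist; signal: Fluo4-AM (2 µM) calcium-flux fluorescence, kinetic read; measure: integrated calcium ratio converted to B score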
# KCNK9 inh: human KCNK9 channel inhibition | hit rate 1.2% among 310,000 | HEK293 KCNK9, FluxOR thallium flux fluorescence; active compounds read low | B-score at 10 µM;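 active = ratio B-score over 3 SD below the library mean, with starting fluorescence within 5 SD of its mean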;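 note: negative B-score means less thallium flux so channel inhibition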
# KCNQ1 inh: blocks the human KCNQ1 potassium channel; hit rate 1.3% among 310,000; CHO-K1 KCNQ1, FluxOR thallium flux fluorescence; active compounds read high; P51787; B-score at 10 µM;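 active = compounds whose thallium flux B-score, printed positive for inhibition, exceeds three library SD while starting fluorescence stays within three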;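 note: channel opened by potassium depolarization with thallium stimulus after 20 min compound exposure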
# An asterisk follows results filed as active; i = inactive; ? = inconclusive; . = not tested or not shown.
SMILES,KCNK3 block,ANO1 activ,KCNQ1 act,RGS4 inh,TMEM16A inh,HDAC3 inh,hERG rescue,SKKanGAS inh,RGS4 act,KCNK9 inh,KCNQ1 inh
COc1cccc(-c2cc(C(=O)Nc3cc(C)n(Cc4ccc(Cl)cc4)n3)no2)c1,i,i,i,i,i,-1,-11,9,i,i,i
CN(NC(=O)c1ccc(Cl)cc1Cl)C1=NS(=O)(=O)c2ccccc21,i,i,i,i,i,-1,1,2,i,i,i
O=C1CC(N2CCN(Cc3ccccc3)CC2)C(=O)N1c1ccccc1 (configuration not stated),i,i,i,i,i,4,-11,2,i,i,i
Cc1ccc(-c2csc3ncn(-n4c(C)ccc4C)c(=O)c23)o1,i,i,i,i,i,1,-4,-7,i,i,i
Cc1ccc(C2Cc3cc(O)c(O)cc3CN2)cc1 (configuration not stated),i,i,i,i,i,-11,-4,3,i,i,i
Cc1cccc2cc(C#N)c(N3CCCC3)nc12,i,.,i,i,i,-11,-1,-2,i,i,i
CCCCn1c(SCC(=O)Nc2cccc(C)n2)nnc1-c1ccco1,i,i,i,i,i,2,-4,-10,i,i,i
Cc1sc2c(=O)n3c(nc2c1C(=O)NCCCN1CCOCC1)CCCCC3,i,i,i,i,100*,-5,-6,2,i,i,i
CCn1c(SC)nnc1-c1nnc(SC)n1CC,i,i,i,i,i,2,-8,4,i,i,i
COc1cccc2cc(C(C)OC(=O)Nc3ccc(C)cc3)oc12 (configuration not stated),i,i,i,i,i,6,-12,-2,i,i,i
Cc1cccn2c(=O)c3cc(C(=O)NCc4ccc(F)cc4)c(=N)n(CC4CCCO4)c3nc12 (configuration not stated),i,i,i,i,i,-180,-16,1,i,i,i
Cc1[nH]c(C)c(S(=O)(=O)Nc2ccc(OC(F)(F)F)cc2)c1C(=O)N1CCCCC1,i,i,i,i,i,-3,-6,3,i,i,i
O=C(O)c1ccccc1C(=O)Nc1ccc(Oc2cccc3ccccc23)cc1,i,i,i,i,.,.,3,-4,i,i,i
CC(Oc1ccccc1)C(=O)N1CCN(c2ccc(N3CCCCC3)nn2)CC1 (configuration not stated),i,i,i,i,i,-2,-14,-18,i,i,i
COc1cc(NC(=O)CN2C(=O)NC(C)(CCC(C)C)C2=O)cc(OC)c1 (configuration not stated),i,i,i,i,i,-1,-8,-4,i,i,i
CCCCc1ccc(NC(=S)N2CCCC(CO)C2)cc1 (configuration not stated),i,i,i,i,i,-8,-6,-6,i,i,i
COc1cc(C2/C(=C(\O)c3ccc4c(c3)OCCO4)C(=O)C(=O)N2CCN2CCOCC2)cc(OC)c1OC (configuration not stated),i,i,i,i,i,6,-6,1,i,i,i
COc1cc(/C=N/NC(=O)c2cccc(C)c2)ccc1OCC(=O)Nc1ccccc1,i,i,i,i,i,0,-9,15,i,i,i
O=c1c2ccccc2[nH]c(=S)n1CCC1=CCCCC1,i,i,26*,i,i,-2,11*,21,i,i,i
Cn1nnnc1SCC(=O)Nc1nc(-c2ccc(F)c(F)c2)cs1,i,i,i,i,i,9,-8,-7,i,i,i
O=C(Nc1ccc(Nc2ccccc2)cc1)c1ccc(Br)cc1,i,i,i,i,i,2,-3,-1,i,i,i
CNC(=O)Nc1ccccc1C(=O)Nc1ccccc1,i,i,i,i,i,2,-7,35,i,i,i
O=C(O)CCSc1nnc(COc2cccc3ccccc23)n1-c1cccc(Cl)c1,i,i,i,i,i,-4,-11,21,i,i,i
CC1CCCC(NC(=O)C2CC(=O)N(Cc3ccccc3)C2)C1C (configuration not stated),i,i,i,i,i,-2,-7,3,i,i,i
COc1ccc(CCN(C)C2CC(=O)N(c3ccccc3)C2=O)cc1OC (configuration not stated),i,i,i,i,i,-1,-17,0,i,i,i
O=C(Nc1ccc(F)cc1)Nc1ccccc1N1CCCCC1,i,i,i,i,i,6,-4,8,i,i,i
CC12CC3(C)CC(C)(C1)CC(C(=O)NCc1cccnc1)(C2)C3,i,i,i,i,i,9,-7,4,i,i,i
CCN(CC)c1ccc2cc(-c3nc4ccccc4[nH]3)c(=O)oc2c1,i,i,i,i,i,10,-53,-5,i,i,27*
O=C(C1CCC(CNS(=O)(=O)c2cccc3nsnc23)CC1)N1CCN(c2ccccn2)CC1 (configuration not stated),i,i,i,i,i,11,-17,-7,i,i,i
CSc1nc2ccc(NS(=O)(=O)c3c(Cl)cccc3Cl)cc2s1,i,i,i,i,i,7,-11,34,i,i,i
CCOc1ccc(NC(=O)CN2C(=O)CSC2=O)cc1,i,i,i,i,i,-4,-18,-11,i,i,i
O=C(Cc1c(Cl)cccc1Cl)NC1=NCCS1,i,i,i,i,i,3,-12,-2,i,i,i
Oc1ccc(N2CCN(c3ncnc4sc(-c5ccccc5)cc34)CC2)cc1,i,i,i,i,.,.,-6,33,i,i,i
CCN(CC)S(=O)(=O)c1ccc(/C=C/C(=O)O)cc1,i,i,i,i,i,7,-6,2,i,i,i
Cc1ccc(C2(C)NC(=O)N(CC(=O)NCc3cccs3)C2=O)cc1 (configuration not stated),i,i,i,i,i,3,-9,-3,i,i,i
CC1CCc2c(sc3nc(CN4CCOCC4)nc(N4CCc5ccccc5C4)c23)C1 (configuration not stated),i,i,i,i,i,?,-17,8,i,i,i
COC(=O)c1c(NC(=O)CN2C(=O)C(=O)N(CC(C)C)C2=O)sc(C)c1C,i,i,i,i,i,0,-8,-2,i,i,i
Cc1nc2ncnn2c(C)c1CCC(=O)N1CCN(C(=O)c2ccco2)CC1,i,i,i,i,i,8,-5,7,i,i,i
COC(=O)C1=C(O)/C(=C/c2cccc(OC)c2O)N=C1C,i,i,i,i,i,8,-6,-7,i,i,i
O=C(CCCOc1ccccc1)Nc1ccc(S(=O)(=O)N2CCOCC2)cc1,i,i,i,i,i,-3,-6,-3,i,i,i
COC(=O)CSc1nc(N)c2c3c(sc2n1)C(c1ccccc1)SC(c1ccccc1)C3 (configuration not stated),i,i,i,i,i,-1,-13,41,i,i,i
CSc1nnc(C)c(=O)n1COC(=O)/C=C/c1ccccc1,i,i,i,i,i,3,-9,-12,i,i,i
CCOc1ccc(CCNC(=O)COC(=O)c2cccnc2OCC)cc1OCC,i,i,i,i,i,2,-12,3,i,i,i
Cc1ccc(/C=C(\C#N)C(=O)NCCN2CCOCC2)cc1,i,i,i,i,i,5,-11,-1,i,i,i
Nc1nc(-n2cnnc2)nn1-c1ccccc1,i,i,i,i,i,5,-8,-10,i,i,i
Cc1ccc(OCC(=O)N2N=C(c3ccc(Cl)cc3)CC2c2ccco2)c([N+](=O)[O-])n1 (configuration not stated),i,i,i,i,i,8,-7,11,i,i,i
O=C(Nc1ccc(-c2nc3ccccc3o2)cc1)c1cccnc1,i,i,i,i,i,-8,-11,6,i,i,i
O=C(COc1cc(O)c2c(=O)c3ccccc3oc2c1)OCc1ccccc1,i,i,i,i,i,2,-8,7,i,i,i
COC(=O)Cn1c2ccccc2c2nc3ccccc3nc21,i,i,i,i,i,-5,-9,-8,i,i,i
CCOC(=O)C1=C(C)N=C2SC(C)C(=O)N2C1c1cccc(F)c1 (configuration not stated),i,i,i,i,i,-7,-14,8,-8.1*,-17*,6*
COc1cc(OC)cc(C(=O)NC(C(=O)O)C23CC4CC(CC(C4)C2)C3)c1 (configuration not stated),i,i,i,i,i,-4,-5,-13,i,i,i
CC1(C)CC(=O)C/C(=N/Nc2nc3ccccc3s2)C1,i,i,i,i,i,6,-5,28,i,i,i
COc1ccc(OCc2cc(C(=O)N3CCCCCC3)no2)c(Cl)c1,i,i,i,i,i,0,-9,0,i,i,i
O=C(c1nn(Cc2ccccc2)c(=O)c2ccccc12)N1CCN(C/C=C/c2ccccc2)CC1,i,i,i,i,i,0,-23,-1,i,i,i
CC(=O)c1ccc(OCc2cc(C(=O)N(C)Cc3cc(C)no3)no2)cc1,i,i,i,i,i,-6,-6,-1,i,i,i
O=C(CN1C(=O)NC(Cc2c[nH]c3ccccc23)C1=O)Nc1cccc(S(=O)(=O)N2CCCC2)c1 (configuration not stated),i,i,i,i,i,2,0,1,i,i,i
COc1ccc(-c2nn(-c3ccccc3)cc2C(=O)O)cc1OC,i,i,i,i,i,-14,-4,7,i,i,i
COc1cc(C(=O)N2CCN(C)CC2)cc(OC)c1OC,i,i,i,i,i,6,-6,-3,i,i,i
CCCOc1ccc(C2C(C(=O)c3ccco3)=C(O)C(=O)N2CCCn2ccnc2)cc1 (configuration not stated),i,i,i,i,i,-1,-10,-2,i,i,i
COC(=O)Nc1ccc(S(=O)(=O)N(C)C)cc1,i,i,i,i,i,1,-7,-1,i,i,i

# Other entries
SMILES,KCNK3 block,ANO1 activ,KCNQ1 act,RGS4 inh,TMEM16A inh,HDAC3 inh,hERG rescue,SKKanGAS inh,RGS4 act,KCNK9 inh,KCNQ1 inh
COc1cc(C(=O)Nc2ccc(F)cc2Cl)ccc1OCC(=O)N1CCOCC1,i,i,i,i,i,1,-10,-1,i,i,i
CCOC(=O)COc1ccc(S(=O)(=O)N2CCN(c3ccc(OC)cc3)CC2)cc1,i,i,i,i,i,-2,-9,2,i,i,i
Cc1ccc(Oc2ccc(S(=O)(=O)N3CCOCC3)cc2C(N)=O)c(-n2nc3ccccc3n2)c1,i,i,i,i,i,-2,-5,-3,i,i,i
COc1ccc(C2C(C(=O)c3ccco3)=C(O)C(=O)N2CC2CCCO2)c(OC)c1 (configuration not stated),i,i,i,i,i,-6,-8,2,i,i,i
O=C(CSc1nnc(-c2ccc3c(c2)OCO3)o1)Nc1ncc(C(F)(F)F)cc1Cl,i,i,i,i,i,-3,-9,98*,i,i,i
CCOc1ccc(NC(=O)CN(C)C(=O)C2CC(=O)N(CCc3ccccc3)C2)cc1OCC (configuration not stated),i,i,i,i,i,-1,-12,-7,i,i,i
O=C(NCCNC(=O)c1ccco1)c1ccc(Cl)c(Cl)c1,i,i,i,i,i,2,-4,0,i,i,i

# 2 entries drawn at random from those above:
SMILES,KCNK3 block,ANO1 activ,KCNQ1 act,RGS4 inh,TMEM16A inh,HDAC3 inh,hERG rescue,SKKanGAS inh,RGS4 act,KCNK9 inh,KCNQ1 inh
COc1cc(C(=O)Nc2ccc(F)cc2Cl)ccc1OCC(=O)N1CCOCC1,i,i,i,i,i,1,-10,-1,i,i,i
O=C(NCCNC(=O)c1ccco1)c1ccc(Cl)c(Cl)c1,i,i,i,i,i,2,-4,0,i,i,i

# High-throughput results: PubChem BioAssay, several laboratories
